# p53 reactivation – qHTS assay for re-activators of p53 using a Luc reporter; H1299 p53-A138V BP100-luciferase reporter, luminescence, 24 h; Potency, µM (top dose mostly 92.2 µM), for the others: top-dose activity change, positive = activation, most hits filed as activators; actives 0.063% (n = 320,000); note: potency is the fitted concentration of half-maximal effect; % of control where 0% means no effect; nearly all actives have a fitted effect of over 45% in size
#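 p53-null H1299 cells stably carrying temperature-sensitive p53-A138V and a BP100-luciferase reporter were pinned with compounds (4-point, 1:5 series) and held 24 hrs at 37 deg C. Luminescence was read 10 min after detection reagent.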
# ELG1 genotoxic – qHTS screen for small molecules that induce genotoxicity in human embryonic kidney (HEK293T) cells expressing luciferase-tagged ELG1; HEK293T ELG1-luciferase reporter, luminescence, 16 h; Potency, µM (titrated, usually from 46 µM), for the others: at the highest dose activity change, positive = activation, hits mostly activators; actives 1.3% (n = 330,000); note: potency is the fitted concentration of half-maximal effect; % of control where 0% means no effect; nearly all actives have a fitted effect of over 60% in size
#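 Genotoxic stress is detected as increased luminescence from luciferase-tagged ELG1 in HEK293T cells, measured with ONE-Glo after a 16 hr treatment at 37 °C.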
# RORg inh – qHTS for inhibitors of ROR gamma transcriptional activity | Potency, µM (highest dose often 53.6 µM), for inactives: at the top dose activity change, negative = inhibition, most hits filed as inhibitors | actives 5.4% (n = 310,000) | Drosophila S2 Gal4-RORgamma UAS-luciferase reporter, 20 h | Nuclear receptor ROR-gamma (Mus musculus), P51450; note: potency is the fitted concentration of half-maximal effect; % is set by controls: 0 for no effect and ±100 for the full control effect; nearly all actives have a fitted effect of over 60% in size
# Target sequence (P51450 whole entry, looked up, the tested form may be a part): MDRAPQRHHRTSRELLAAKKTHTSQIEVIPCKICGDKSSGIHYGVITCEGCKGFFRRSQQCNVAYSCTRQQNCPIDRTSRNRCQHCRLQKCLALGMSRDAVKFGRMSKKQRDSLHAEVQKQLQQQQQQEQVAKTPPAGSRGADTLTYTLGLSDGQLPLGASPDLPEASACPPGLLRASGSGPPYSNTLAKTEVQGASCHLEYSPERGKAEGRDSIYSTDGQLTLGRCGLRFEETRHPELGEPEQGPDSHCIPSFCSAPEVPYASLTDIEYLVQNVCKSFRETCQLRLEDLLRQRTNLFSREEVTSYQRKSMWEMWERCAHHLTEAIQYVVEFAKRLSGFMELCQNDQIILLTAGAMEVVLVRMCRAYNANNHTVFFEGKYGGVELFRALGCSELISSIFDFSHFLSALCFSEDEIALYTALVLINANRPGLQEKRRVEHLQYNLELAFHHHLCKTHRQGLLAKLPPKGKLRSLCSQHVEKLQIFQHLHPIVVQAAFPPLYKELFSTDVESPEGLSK
#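 Compounds are pin-transferred onto Drosophila Schneider cells expressing a copper-inducible Gal4–ROR gamma transactivation domain fusion. After 1 hr, copper sulfate is added to 700 uM final; luciferase is read 20 hr later.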
# FLuc modulator – qHTS profiling assay for firefly luciferase inhibitor/activator using purifed enzyme and Km concentrations of substrates (counterscreen for miR-21 project); Luciferin 4-monooxygenase (Photinus pyralis), P08659; purified FLuc, Km substrates, luminescence inhibition; Potency, µM (titrated, usually from 57.5 µM), without a hit: top-dose activity change, negative = inhibition, hits mostly inhibitors; actives 6.9% (n = 360,000);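 note: potency is the fitted concentration of half-maximal effect; plate controls were vehicle for no effect and reference inhibitor for full effect; nearly all actives have a fitted effect of over 55% in size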
# Target sequence (P08659 whole entry, looked up): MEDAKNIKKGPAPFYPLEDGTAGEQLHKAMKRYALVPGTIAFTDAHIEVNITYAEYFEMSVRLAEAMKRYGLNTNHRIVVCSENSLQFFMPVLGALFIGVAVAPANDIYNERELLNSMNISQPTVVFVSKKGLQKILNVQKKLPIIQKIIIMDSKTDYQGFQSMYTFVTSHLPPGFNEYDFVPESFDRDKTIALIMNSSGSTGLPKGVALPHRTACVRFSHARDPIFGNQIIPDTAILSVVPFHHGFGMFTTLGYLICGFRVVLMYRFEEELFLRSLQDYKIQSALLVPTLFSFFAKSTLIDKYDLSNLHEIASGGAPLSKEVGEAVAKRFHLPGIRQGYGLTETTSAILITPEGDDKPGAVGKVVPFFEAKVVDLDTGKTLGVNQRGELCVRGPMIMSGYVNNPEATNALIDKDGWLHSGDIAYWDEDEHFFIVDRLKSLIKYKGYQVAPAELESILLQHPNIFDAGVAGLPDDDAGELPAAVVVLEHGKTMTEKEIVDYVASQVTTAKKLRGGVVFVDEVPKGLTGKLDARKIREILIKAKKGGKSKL
#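 Purified P. pyralis luciferase (10nM final) with 10uM D-luciferin and 10uM ATP (Km levels) in 50mM Tris acetate pH 7.5, 10mM Mg acetate, 0.01% Tween-20, 0.05% BSA; qHTS 6-point titration, ~60 µM downward; luminescence read.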
# BRCA1 expr act – qHTS Assay to Identify Small Molecule Activators of BRCA1 Expression; MCF7-BRCA1-FFLuc reporter, luminescence, 48 h; response scale: scaled: vehicle 0%, 10 µM genistein 100%; Potency, µM (doses to about 46.1 µM), for inactives: at the top dose activation, most hits filed as activators; actives 1.1% (n = 380,000); AID 624202, 2012; note: potency is the fitted concentration of half-maximal effect; nearly all actives have a fitted effect of over 80% in size; some results filed as inactive show a strong effect at the top dose
#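 MCF7-BRCA1-FFLuc, 2000 cells/well; 2 h attach, 37 °C/5% CO2; compound 48 h; luciferase substrate 15 min; luminescence end-point. Norm. to genistein 10 microM max activation and DMSO; concentration-response curves fitted.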
# VP16 counter – VP16 counterscreen qHTS for inhibitors of ROR gamma transcriptional activity | Drosophila S2 Gal4-VP16 UAS-luciferase, luminescence, 20 h | AID 2546, 2010 | Potency, µM (series often up to 53.6 µM), for the others: at the top dose activity, negative = inhibition, usual class: inhibitors | actives 3.5% (n = 310,000);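 note: Gal4-VP16 expression switched on by copper sulfate through the metallothionein promoter; potency is the fitted concentration of half-maximal effect; % is set by controls: 0 for no effect and ±100 for the full control effect; nearly all actives have a fitted effect of over 50% in size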
# Rab9 promoter act – qHTS Assay for Rab9 Promoter Activators | Huh7 Rab9 promoter-luciferase reporter, luminescence, 24 h | actives 2.8% (n = 320,000) | Potency, µM (series often up to 9.22 µM), for the others: top-dose activation, negative = inhibition, actives largely listed as activators; note: potency is the fitted concentration of half-maximal effect; % of control where 0% means no effect; nearly all actives have a fitted effect of over 60% in size
#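 Cells were plated at 1500 per well in reduced-serum medium with 10% FBS and left 2 h. Compound in DMSO was then added for 24 h at 37 °C. Reporter signal was read by luminescence after 10 min with luciferase detection reagent.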
# Menin MLL FP TR – qHTS Assay for Inhibitors Targeting the Menin-MLL Interaction in MLL Related Leukemias: Competition With Texas Red Labeled MLL-derived Mutant Peptide; Menin + Texas Red MLL mutant peptide, fluorescence polarization; Potency, µM (series often up to 61.6 µM), for inactives: top-dose FP activity change, negative = inhibition, most hits filed as inhibitors; actives 0.23% (n = 270,000); O00255; active = well fitted inhibition curve with a large enough effect in the polarisation, with a control signal flat, not every such curve was filed as active; inconclusive = small, poorly fitted or top-dose-only effect, or effect the other way, or a change in a side signal; inactive = no such curve, though single readings can be large or run the other way; the % refers to the polarisation; note: potency is the fitted concentration of half-maximal effect; % of control where 0% means no effect; many of its hits are not listed in these tables
# NPC1 prom act – qHTS Assay for NPC1 Promoter Activators; Huh7 NPC1 promoter luciferase reporter, 24 h; Potency, µM (highest dose often 9.22 µM), inactives show at the top dose activation, usual class: activators; actives 2.4% (n = 320,000); AID 485313, 2010;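 note: potency is the fitted concentration of half-maximal effect; % of control where 0% means no effect; nearly all actives have a fitted effect of over 60% in size; reporter is driven by a mutant NPC1 promoter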
#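 Luminescence from an NPC1 promoter-driven luciferase reporter in stably transfected Huh7 cells was measured after 24 h compound treatment at 37 °C, followed by 10 min ambient incubation with luciferase detection reagent.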
# Giardia killer – Small Molecules that selectively kill Giardia lamblia: qHTS. Giardia lamblia trophozoite viability. activity change, % at 7.66 µM, hits read low. actives 0.15% (n = 340,000); in the data active = activity change below about -80%; inconclusive = between about -30% and that limit;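 note: parasites exposed to compound for two days anaerobically before the ATP read; % is set by controls: 0 for no effect and ±100 for the full control effect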
#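 Anaerobic 48 hrs incubation at 37 deg C of 100 trophozoites/well with test compounds; ATPLite 1-Step luminescence, 15-30 min RT, reports cellular ATP as viability.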
# PKM2 act – qHTS Assay for Activators of Human Muscle isoform 2 Pyruvate Kinase. actives 0.34% (n = 260,000). Pyruvate kinase PKM (Homo sapiens), P14618. purified PKM2, Kinase-Glo ATP luminescence, activation; response scale: 0% is enzyme alone, no compound. Potency, µM (titrated, usually from 57.5 µM), inactives show at the top dose activation, usual class: activators. AID 1631, 2009; note: potency is the fitted concentration of half-maximal effect; % is set by controls: 0 for no effect and ±100 for the full control effect; nearly all actives have a fitted effect of over 55% in size
#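 ATP formation by purified human PK-M2, quantified via coupled luciferase luminescence after 1 h at room temperature with 0.1 mM ADP and 0.5 mM PEP final.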
# The depositor's hits bear a star; ? = inconclusive; . = not tested or not shown; [ ] = another dose, or the depositor's remark. Unless noted, calls come from the whole dose curve; as a rule, active = well fitted curve in the direction sought with a large enough effect; inconclusive = small, poorly fitted or top-dose-only effect, or another doubt; inactive = no such curve, though single readings can be large; an effect the other way counts as inactive or inconclusive. Only part of the results is shown. The share of hits here may be higher or lower than overall.
SMILES,p53 reactivation,ELG1 genotoxic,RORg inh,FLuc modulator,BRCA1 expr act,VP16 counter,Rab9 promoter act,Menin MLL FP TR,NPC1 prom act,Giardia killer,PKM2 act
COc1ccc(-c2ccc(=O)n(CC(=O)Nc3ccc(C(=O)NC4CC4)cc3)n2)cc1OC,-4.1%,0.3%,-10.5%,?,-51.3%,-6.5%,-3.3%,1.7%,1.4%,11.0,-1.7%
O=C(c1ccccc1)N1CCN(c2ccccc2F)CC1,0.4%,3.8%,1.5%,2.2%,8.4%,3.3%,0.4%,8.6%,-0.7%,?,5.9%
O=C(CNC(=O)c1cccs1)c1ccc([N+](=O)[O-])cc1,?,?,48.4%,23.9µM*,?,3.2%,2.82µM*,4.6%,?,-14.7,0.1%
Cc1cc(Br)ccc1NS(=O)(=O)c1c(C)[nH]c(=O)[nH]c1=O,-1.9%,1.1%,-0.3%,1.5%,1.2%,-4.9%,-3.0%,-9.1%,-2.8%,23.6,.
O=C(COc1ccccc1)NCc1ccc(-n2cccc2)cc1,-2.4%,3.5%,3.7%,0.6%,-12.6%,-3.1%,0.4%,?,-3.6%,4.2,3.6%
CCOC(=O)C1(CCOC)CCN(C(=O)c2ccccc2-c2cccc(C)c2)CC1,-2.4%,-4.6%,4.0%,4.7%,-20.6%,-11.7%,1.0%,?,-0.8%,-12.3,0.5%
C/C(=N\Nc1nc(-c2ccccn2)nc2ccccc12)c1ccc(F)cc1,-2.2%,-1.3%,0.126µM*,-2.9%,-74.1%,1.12µM*,-21.4%,.,-20.5%,6.1,0.5%
O=C(Cn1cnc2c(cnn2-c2ccccc2Cl)c1=O)N1CCc2ccccc21,21.3%,0.6%,?,0.9%,13.1%,0.9%,2.5%,3.6%,0.2%,5.5,0.2%
O=S(=O)(NCc1ccc(Cl)cc1)NCc1ccc(Cl)cc1,6.8%,1.5%,1.0%,-0.4%,7.5%,-2.8%,-1.1%,?,-3.2%,6.7,.
Cc1cc(C)c(C(=O)c2ccc(C(=O)N3CCCCC3)cc2)c(C)c1,-22.7%,-12.5%,-3.3%,-0.4%,16.3%,-5.1%,-1.1%,-20.4%,2.5%,-3.6,1.9%
CCC(CC)c1nnc(NC(=O)[C@@H](NC(=O)c2cccc(C)c2)C(C)C)s1,-2.8%,-2.4%,20µM*,1.3%,2.9%,15.8µM*,-3.2%,-13.1%,-3.1%,37.2[activator],10.6%
NNS(=O)(=O)c1ccc(Sc2ccccn2)c([N+](=O)[O-])c1,-2.3%,1.0%,-2.3%,-2.0%,-13.3%,-6.3%,0.2%,.,-10.9%,-6.0,9.2%
O=C(OCc1ccccc1F)c1ccc2c(c1)OCCO2,?,?,?,6.01µM*,?,?,3.16µM*,12.6%,?,-16.7,4.3%
NS(=O)(=O)c1cccc(NS(=O)(=O)c2ccc(/C=C/C(=O)OCC(=O)c3ccccc3)cc2)c1,0.4%,-2.9%,-32.2%,?,2.5%,-18.9%,?,7.4%,0.1%,-5.4,-14.5%
Cc1ccc(C(=O)N/C(=C/c2ccco2)C(=O)O)cc1,-9.4%,0.1%,-18.6%,-2.2%,-2.2%,2.7%,-2.1%,14.5%,0.8%,-6.9,-3.5%
COc1ccccc1NC(=O)N1CCN(c2ccc(F)cc2)CC1,-15.9%,0.3%,13.0%,-0.6%,24.4%,-4.0%,-3.5%,6.4%,-7.7%,-13.4,2.3%
O=S(=O)(Nc1cccc(C(F)(F)F)c1)c1cccnc1,-0.9%,-1.4%,7.2%,2.7%,-17.9%,2.1%,-2.7%,13.5%,-2.9%,-6.3,1.7%
Clc1ccc(-c2ccc(CN3CCCCC3)o2)cc1,.,4.6%,-2.5%,?,60.8%,7.4%,18.6%,0.9%,1.1%,-4.8,-2.3%
COc1ccc(NC(=O)NC23CC4(C)CC(C)(CC(C)(C4)C2)C3)cc1,2.3%,7.0%,23.7%,2.1%,-29.3%,-12.8%,-4.7%,17.3%,-6.1%,-0.4,-0.3%
Cc1cc(OC(=O)c2ccc(C)c(C)c2)c([N+](=O)[O-])c(=O)[nH]1,-0.6%,1.4%,1.3%,3.8%,7.9%,-2.4%,5.1%,.,-3.2%,-13.2,.
Cc1cc(OC(=O)c2ccco2)c(Sc2ccccc2[N+](=O)[O-])c(=O)o1,5.6%,-0.5%,-3.8%,-2.0%,2.0%,1.7%,-3.6%,4.5%,-5.0%,-7.5,0.1%
Cc1ccc(S(=O)(=O)Nc2c(C)ccc3nsnc23)cc1,12.4%,1.6%,-13.2%,1.5%,-5.9%,1.4%,1.8%,14.4%,-6.5%,-11.0,-1.9%
O=C(NC1CCCC1)C(c1ccncc1)N(Cc1ccccc1)C(=O)Cc1cccs1 (configuration not stated),4.2%,-3.1%,?,0.4%,0.1%,-14.0%,-5.0%,-9.7%,-2.2%,-2.2,-1.6%
COc1cccc2cc(C(C)N(CCCN3CCOCC3)C(=S)Nc3ccc(C)cc3)oc12 (configuration not stated),-0.4%,-19.2%,40.2%,5.3%,-23.9%,-9.5%[10 µM],-14.3%,?,-1.6%,-19.8,5.1%
COc1ccc(C(=O)OCC(=O)c2cc(C)n(CC3CCCO3)c2C)cc1[N+](=O)[O-] (configuration not stated),6.3%,-1.8%,.,?,0.0%,.,-3.6%,.,0.5%,2.6,.
COc1ccc(C(=O)N2CCN(c3ccccc3)CC2)cc1S(=O)(=O)NC1CC1,15.7%,9.6%,.,-19.4%,67.2%,.,24.7%,.,15.8%,13.0,.
COc1ccc(Cl)cc1N(CC(=O)NC1CC2CCC1C2)S(=O)(=O)c1ccccc1 (configuration not stated),-13.0%,-13.8%,30.7%,-2.2%,-28.8%,-2.6%,-2.0%,.,0.0%,2.2,-0.6%
Oc1[nH]c2ccccc2c1OCc1ccncc1,1.5%,-0.6%,-0.7%,2.6%,-7.4%,-3.9%,-2.2%,3.1%,0.2%,-6.7,1.5%
COC(=O)c1ccc(C)c(NC(=O)c2ccc(CN3CCc4ccccc4C3)cc2)c1,24.0%,-0.4%,9.3%,1.0%,-30.4%,-24.4%,-1.2%,1.6%,-9.6%,-6.2,-0.6%[11.5 µM]
O=C1CCn2nc(-c3ccc(Cl)cc3)cc2N1,?,?,7.3%,19µM*,3.98µM*,6.4%,?,6.6%,?,10.3,2.7%
COc1ccc(/C=N/n2c(COc3ccccc3)n[nH]c2=S)cc1OC,-3.9%,9.8%,5.01µM*,-13.7%,2.0%,-2.5%,-2.8%,30.9%[activator],-3.6%,-9.3,.
Cc1cccc(Nc2nnc(SCC(=O)Nc3ncc(C(F)(F)F)cc3Cl)s2)c1C,-1.3%,-0.9%,-37.0%,?,-1.0%,-29.1%,-3.4%,0.9%,2.7%,5.2,2.0%
CCn1c(CCCNC(=O)c2cccs2)nc2ccccc21,2.2%,-0.1%,31.2%,-2.2%,-12.4%,-4.9%,-11.0%,-2.1%,-0.9%,?,0.8%
CC(=O)Cc1nsc(NC(=O)c2cccs2)n1,18.1%,3.5%,-25.2%,?,21.1%,-0.4%,3.1%,-14.6%,17.5%,14.6,-11.7%
CC(=O)c1ccc(C(=O)N2CCCC(Nc3ccccc3)C2)s1 (configuration not stated),3.3%,0.0%,5.2%,-1.5%,2.1%,17.3%,-8.6%,-13.6%,0.7%,-6.4,-0.9%
Cc1ccc(SCC(=O)N(C)CC(=O)Nc2cccc(F)c2)c(C)c1,-0.7%,-3.0%,.,2.1%,-0.4%,.,-10.7%,.,0.4%,0.2,.
CCn1c(COc2ccc3c(c2)CCCC3)nnc1SCC(=O)Nc1nccs1,-2.7%,0.8%,-34.9%,-2.7%,10.9%,3.5%[0.365 µM],-2.4%,-2.5%,2.4%,4.3,3.8%
Cc1cc2oc(C(=O)NCc3ccncc3)c(C)c2cc1C,-3.3%,0.3%,0.2%,-6.8%,2.0%,-2.5%,7.4%,2.6%,2.1%,31.1[activator],-16.0%
